# Screening data: PubChem, NMMLSC
# Bim-Bcl-2: inhibitors of Bim-Bcl-2 binding, primary screen, biochemical, multiplexed, human Bcl-2 family; hit rate 0.06% among 190,000; inhibition, % at 10 µM; AID 950, 2007; Apoptosis regulator Bcl-2 (Homo sapiens), P10415; Bead-based flow cytometry, Bim peptide-Bcl-2 binding; in the data active = inhibition above about 40%; inconclusive = no clear call, values can overlap the other calls;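 note: 0% = no compound wells with probe peptide and 100% = reference peptide inhibitor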
# Target sequence (P10415 whole entry, looked up): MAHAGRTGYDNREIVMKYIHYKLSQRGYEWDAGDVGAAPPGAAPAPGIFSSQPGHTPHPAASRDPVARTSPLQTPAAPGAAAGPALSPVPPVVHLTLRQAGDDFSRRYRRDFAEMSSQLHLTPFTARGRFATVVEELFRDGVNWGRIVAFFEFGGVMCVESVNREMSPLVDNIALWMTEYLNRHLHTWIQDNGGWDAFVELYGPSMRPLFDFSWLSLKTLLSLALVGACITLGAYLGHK
# Bim-Bcl-W: inhibitors of Bim binding to Bcl-W, primary screen, biochemical, multiplexed, bead-based flow cytometry | Bim peptide-Bcl-W binding | hit rate 0.02% among 190,000 | inhibition, % at 10 µM | Bcl-2-like protein 2 (Homo sapiens), Q92843;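 note: 0% = bound tracer without compound and 100% = peptide blocker; higher means less fluorescent Bim peptide bound to Bcl-W beads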
# Target sequence (Q92843 whole entry, looked up): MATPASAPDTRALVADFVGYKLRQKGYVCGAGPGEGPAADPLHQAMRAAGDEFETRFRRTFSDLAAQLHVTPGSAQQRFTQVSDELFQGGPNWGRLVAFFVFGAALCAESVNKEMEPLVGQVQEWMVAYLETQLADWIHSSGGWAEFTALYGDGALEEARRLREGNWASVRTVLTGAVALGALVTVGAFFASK
# ABCB1 block: ABCB1 efflux pump inhibitors, primary screen, cell-based, multiplex, flow cytometry, ABCG2 counter-screen | CCRF-Adr cells, JC-1 efflux | ATP-dependent translocase ABCB1 (Homo sapiens), P08183 | inhibition, % at 6.6 µM | hit rate 0.067% among 190,000 | AID 1326, 2008; in the data active = inhibition above about 40%;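 note: 0% = vehicle and 100% = reference inhibitor; higher value means more JC-1 retained so stronger ABCB1 efflux block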
# GSH bead fluor: compound fluorescence on glutathione beads, profiling panel, artefact control, biophysical, 488/530 nm, flow cytometry | hit rate 0.25% among 190,000 | AID 1776, 2009 | GSH beads flow cytometry, compound fluorescence 488/530 nm; active compounds read high | fluorescence (KMESF) at 10 µM; in the data active = fluorescence above about 89;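 note: glutathione beads carrying GST-tagged Bcl family fusion proteins plus one bare bead set; values are compound well signal with DMSO vehicle wells as background; inactives centre near 16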
# ABCG2 block: ABCG2 efflux pump inhibitors, primary screen, multiplex with ABCB1, IgMXP3 cells, flow cytometry. JC-1 efflux. inhibition, % at 6.6 µM. hit rate 0.1% among 190,000;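 active = inhibition above 80%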;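 note: 0% = DMSO and 100% = nicardipine control wells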
#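 Assay system – ABCG2 IgMXP3 and barcoded ABCB1 CCRF-Adr cell mix · Input – 3 million cells/mL in well · Reagent – JC-1 fluorescent substrate · Compound – single test compound dose, 6.6 µM final · Timing – 10 min exposure at 25 °C with rotation, no wash · Detection – flow cytometry of retained JC-1 fluorescence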
# Avidin bead fluor: green autofluorescence of compounds with avidin beads – biophysical, 488/530 nm, flow cytometry, artefact control, profiling panel | compound fluorescence 488/530 nm; active compounds read high | fluorescence (KMESF) at 10 µM | hit rate 0.38% among 220,000 | AID 1775, 2009; in the data active = fluorescence above about 47; note: inactives centre near 10
# Bim-Bcl-XL: inhibitors of Bim-Bcl-XL binding, primary screen, biochemical, multiplexed, bead flow cytometry, human Bcl-XL. Bcl-2-like protein 1 (Homo sapiens), Q07817. Bim peptide-Bcl-XL binding, fluorescence. inhibition, % at 10 µM. hit rate 0.04% among 190,000
# Bim-Bfl-1: inhibitors of Bim binding to Bfl-1, primary screen, biochemical, multiplexed, bead-based flow cytometry; Bcl-2-related protein A1 (Homo sapiens), Q16548; Bim-Bfl-1 binding inhibition; inhibition, % at 10 µM; hit rate 0.12% among 190,000;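 note: 0% = wells without compound plus tracer and 100% = blocker peptide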
# RGS7-Gao reg: RGS7-Galphao binding modulators, primary screen, biochemical, multiplexed bead flow cytometry. actives lie on both sides. Guanine nucleotide-binding protein G(o) subunit alpha (Homo sapiens), P09471. binding response (% of control), % at 10 µM. hit rate 0.35% among 220,000; in the data active = binding response below about 49% or above about 150%; inconclusive = no clear call, values can overlap the other calls; inactive = in between;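 note: fluorescent Galphao held in activated GDP-AlF4 state binding bead-coupled RGS7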
# Target sequence (P09471 whole entry, looked up): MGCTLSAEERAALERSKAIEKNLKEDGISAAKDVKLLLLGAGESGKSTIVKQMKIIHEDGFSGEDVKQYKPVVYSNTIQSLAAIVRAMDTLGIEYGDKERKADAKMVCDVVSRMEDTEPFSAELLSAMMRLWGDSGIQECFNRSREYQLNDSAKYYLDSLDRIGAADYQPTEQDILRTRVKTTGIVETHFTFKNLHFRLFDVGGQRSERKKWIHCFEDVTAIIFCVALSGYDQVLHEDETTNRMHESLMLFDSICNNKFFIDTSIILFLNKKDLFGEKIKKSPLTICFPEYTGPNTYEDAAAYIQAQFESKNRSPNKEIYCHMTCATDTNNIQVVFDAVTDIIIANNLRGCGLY
# RGS4-Gao reg: modulators of RGS4 binding to Galphao, primary screen, biochemical, multiplexed bead flow cytometry | binding response (% of control), % at 10 µM | actives lie on both sides | Guanine nucleotide-binding protein G(o) subunit alpha (Homo sapiens), P09471 | AID 1415, 2008 | hit rate 0.33% among 220,000; in the data active = binding response below about 49% or above about 150%; inactive = in between;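 note: fluorescent Galphao activated with aluminum fluoride binding bead-coupled RGS4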
# Bim-Bcl-B: inhibitors of Bim-Bcl-B binding, primary screen, biochemical, multiplexed, human Bcl-2 family | bead-based flow cytometry, Bim peptide-Bcl-B binding | AID 951, 2007 | Bcl-2-like protein 10 (Homo sapiens), Q9HD36 | hit rate 0.073% among 190,000 | inhibition, % at 10 µM;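 note: 0% = tracer peptide without compound and 100% = reference inhibitor peptide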
# Target sequence (Q9HD36 whole entry, looked up): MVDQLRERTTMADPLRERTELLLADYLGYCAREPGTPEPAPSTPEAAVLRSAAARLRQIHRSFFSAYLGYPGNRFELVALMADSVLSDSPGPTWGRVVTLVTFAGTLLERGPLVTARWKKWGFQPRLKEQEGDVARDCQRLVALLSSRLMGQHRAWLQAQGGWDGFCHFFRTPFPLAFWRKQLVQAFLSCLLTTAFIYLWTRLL
# * hit, by the source's call; ? = inconclusive. Cut-off read from the data, not from the text of the source, unless noted: active = inhibition above about 40%.
SMILES,Bim-Bcl-2,Bim-Bcl-W,ABCB1 block,GSH bead fluor,ABCG2 block,Avidin bead fluor,Bim-Bcl-XL,Bim-Bfl-1,RGS7-Gao reg,RGS4-Gao reg,Bim-Bcl-B
CCn1cc(C(=O)N2CCOCC2)c2ccccc21,-6,-2,1.1,16,4,13,-5,-5,?,101,-8
C/C(=N\N1CCCCCC1)c1c(O)n(-c2ccccc2)c(=O)[nH]c1=O,-3,-3,2.6,4,6,9,-4,-1,98,99,-6
Cc1cc(N2C(=O)C3CCCN3C2c2cccc(Cl)c2)no1 (stereo unspecified),-10,-9,0.8,30,6,23,-8,-4,101,100,-3
N=C1c2ccccc2CN1NC(=O)c1ccc(F)cc1,0,0,0.6,21,3,8,0,1,101,98,1
COC(=O)[C@@H]1C[C@H]1[C@@H](NP(=O)(c1ccccc1)c1ccccc1)c1ccccc1,0,0,1.6,17,0,10,-1,2,103,104,-4
Cc1cc(C)cc(N2C(=O)NC(=O)/C(=C\c3cc(C)n(C)c3C)C2=O)c1,1,2,-0.4,10,-2,11,2,0,?,98,1
CCOc1ccc(NC(=O)c2ccc(NC(=O)COC(=O)Cc3ccccc3)cc2)cc1,8,0,0.1,11,1,5,5,5,96,94,0
CCOc1ccc(CN(CCCl)CCCl)cc1C(=O)OC,1,0,1.2,16,5,12,-4,0,104,106,0
Cc1c(N=Cc2c(O)n(Cc3ccc(F)cc3)c(=O)[nH]c2=O)c(=O)n(-c2ccccc2)n1C,-3,5,0.0,41,11,5,-1,-8,90,95,-6
CCN1C(=O)/C(=C\c2ccc([N+](=O)[O-])s2)C(=O)NC1=S,2,0,-0.8,12,-5,8,-1,4,96,97,-5
O=C1NC(=S)N(C2CC2)C(=O)/C1=C/c1ccc2c(c1)CCN2CCCCl,-7,-4,-1.3,18,-8,8,-3,0,86,92,1
Cc1oc(-c2ccc(F)cc2F)nc1CN1C[C@@H]2C[C@@H](C1)c1cccc(=O)n1C2,-7,0,0.4,9,1,3,-5,-6,99,98,-4
CC1(C)COC(Nc2cccc(Cl)c2)=N1,0,-3,-0.6,22,-2,25,-3,3,103,102,-2
CC(=O)Nc1ccc(S(=O)(=O)NC(CC(=O)N2CCC3(CC2)OCCO3)C(C)C)cc1 (stereo unspecified),-11,-3,0.2,29,1,6,-21,-14,100,98,-9
C=CCN1C(=O)NC(=O)/C(=C/c2ccoc2)C1=O,4,2,-0.6,8,-2,3,1,-5,92,99,4
Cc1cc(C)n2c(Br)c(CN3CC4CC(C3)c3cccc(=O)n3C4)nc2n1 (stereo unspecified),-2,1,1.3,15,11,7,-2,-1,106,108,-2
COc1ccc(N/N=C/c2c(O)n(-c3cccc(C)c3)c(=O)[nH]c2=O)cc1,-1,-2,-0.4,11,-1,11,0,-5,100,105,-1
CCN(CC)C(=O)c1ccc(NC(=O)Nc2ccccc2F)cc1,3,3,0.5,20,8,13,-3,-4,?,101,-1
O=C(/C=C/c1ccccc1)NCCc1cnc[nH]1,-3,-1,0.6,17,6,9,1,-5,102,97,-3
Nc1ccccc1C(=O)OC1CSC1,-1,-3,0.2,13,0,40,-2,0,99,98,0
Cn1cc(C(=O)c2ccccc2)c2ccccc21,-8,-6,0.3,15,5,29,-8,-1,103,106,-10
COc1cccc(N2C(=O)NC(=O)C3(Cc4cc(C)ccc4N(C)C3)C2=O)c1 (stereo unspecified),-2,-5,-0.2,6,0,6,1,-6,97,96,0
CN(C)P1(N(C)C)=NC(C(F)(F)F)=NC(C(F)(F)F)=N1,-7,1,0.0,51,1,6,2,-8,102,104,-5
COc1cc(OC)c(OC)cc1CNCCc1ccc(OC)c(OC)c1,-6,4,-0.3,42,1,12,-2,-9,105,104,-6
CN(C)CCNC(=O)c1cccn(Cc2cc(C(F)(F)F)cc(C(F)(F)F)c2)c1=O,1,0,-0.2,12,-1,10,0,-6,92,96,-2
Cc1ccc2cc(C=C(C#N)C#N)c(Cl)nc2c1,-3,1,2.5,13,10,6,-4,0,91,95,-2
CC(C)CCn1c(N)c(C(=O)NCc2cccs2)c2nc3ccccc3nc21,0,-10,0.1,14,0,23,0,1,97,102,-27
CC1CC2(O)c3nonc3CCC2N1O (stereo unspecified),16,-2,-0.1,15,0,5,2,3,113,112,-12
CCC(=NCCN1CCOCC1)c1c(O)n(-c2ccccc2C)c(=O)[nH]c1=O,-6,-3,0.7,26,0,11,-8,-1,106,105,-2
O=C(NCCCN1CCOCC1)C(Cl)(Cl)Cl,0,-2,0.1,3,-3,13,-4,-1,103,101,-4
O=[N+]([O-])c1ccc(N2CCNCC2)cc1N1CCCCCC1,-2,3,-0.7,9,-5,9,2,-2,94,98,-1
Cn1c(=O)cc(OCC(=O)N2CCC3(CC2)OCCO3)c2ccccc21,-9,0,0.7,42,3,16,-15,-7,99,101,-4
CCCOP(=O)(OCCC)C(NC(=O)c1cc(OC)c(OC)c(OC)c1)c1ccccc1 (stereo unspecified),-3,-3,1.5,7,2,21,-4,-8,104,104,-4
CN(C=O)CP(=O)(O)CN(C)C=O,-12,0,-0.3,32,-2,12,3,-11,94,98,-9
Cc1cccc(N2C(=O)NC(=O)/C(=C/c3ccc([N+](=O)[O-])o3)C2=O)c1,5,-3,-0.3,18,-1,6,-7,-1,91,98,-2
C[N+]12CN3CN(CN(C3)C1)C2,0,4,0.3,11,1,18,5,0,90,90,2
Nc1c(C(=O)NCc2ccco2)c2nc3ccccc3nc2n1Cc1ccccc1,5,3,0.8,20,9,5,1,10,101,101,-16
O=C(c1cc(Br)ccc1Cl)N1CCC2(CC1)OCCO2,-6,-3,0.8,31,2,15,-10,-16,100,105,-5
O=C(c1ccc2nc(-c3ccco3)c(-c3ccco3)nc2c1)N1CCC2(CC1)OCCO2,8,7,-0.3,23,-1,11,9,27,82,95,2
O=C1NS(=O)c2cc([N+](=O)[O-])cc([N+](=O)[O-])c21 (stereo unspecified),3,0,0.2,19,1,9,-1,-1,?,102,-6
CCCNC(=O)c1c(N)n(CC2CCCO2)c2nc3ccccc3nc12 (stereo unspecified),-3,0,1.6,15,11,13,0,1,102,102,-4
O=C(c1cc(S(=O)(=O)N2CCC3(CC2)OCCO3)ccc1F)N1CCC2(CC1)OCCO2,-4,-6,0.3,11,1,11,-5,-1,102,102,-1
Cc1c(C(=O)C(=O)N2CCC3(CC2)OCCO3)c2ccccc2n1C,0,0,0.6,13,2,11,0,-2,106,102,-1
Cc1ccc(OP(N)(=O)Oc2ccc(C)cc2)cc1,-3,0,-0.1,9,0,10,0,0,?,102,-1
CCCCOc1ccc(CN2CCN(CC)CC2)cc1,-8,0,0.1,13,2,9,0,-5,100,104,-9
COc1ccc(Cn2c(N)c(C(=O)NCc3ccco3)c3nc4ccccc4nc32)cc1,0,5,-0.1,16,0,5,0,-3,104,111,-3
COc1ccc(C2(C#N)CC[N+](C)(C)CC2)cc1,0,0,0.2,21,1,9,-1,-1,102,95,3
COc1ccc(C(O)c2cc(OC)ccc2OP(=O)(N(C)C)N(C)C)cc1 (stereo unspecified),-6,-6,0.7,10,0,13,-6,-1,97,98,-5
CCC(C)NC(=O)c1c(N)n(Cc2ccc3c(c2)OCO3)c2nc3ccccc3nc12 (stereo unspecified),-7,-6,-0.3,44,3,11,-4,-2,101,104,-25
CCn1c(O)c(C=NCc2cccs2)c(=O)[nH]c1=O,-2,-1,0.2,53,1,8,-2,-4,88,88,0
CCc1nc2ccccc2c(=O)n1-c1cccc(OC)c1,2,-1,-0.3,35,-4,10,0,0,108,105,-1
O=C1NC(=O)C(=Cc2cc3c(cc2[N+](=O)[O-])OCO3)C(=O)N1,3,-1,-0.2,13,-1,15,-1,11,98,100,-1
O=C1C2CCCN2C(c2ccc(Cl)cc2)N1c1ccccn1 (stereo unspecified),-10,-4,0.5,30,4,11,-5,-10,100,99,-5
O=C(c1ccccc1F)c1cn(CC(=O)N2CCOCC2)c2ccccc12,-9,1,-0.3,34,10,13,-3,-15,97,97,-8

# Another view of part of the listing above:
# Fields – Bim-Bcl-2 | Bim-Bcl-W | ABCB1 block | GSH bead fluor | ABCG2 block | Avidin bead fluor | Bim-Bcl-XL | Bim-Bfl-1 | RGS7-Gao reg | RGS4-Gao reg | Bim-Bcl-B
> O=C(c1cc(S(=O)(=O)N2CCC3(CC2)OCCO3)ccc1F)N1CCC2(CC1)OCCO2
 : -4 | -6 | 0.3 | 11 | 1 | 11 | -5 | -1 | 102 | 102 | -1
> Cc1c(C(=O)C(=O)N2CCC3(CC2)OCCO3)c2ccccc2n1C
 : 0 | 0 | 0.6 | 13 | 2 | 11 | 0 | -2 | 106 | 102 | -1
> Cc1ccc(OP(N)(=O)Oc2ccc(C)cc2)cc1
 : -3 | 0 | -0.1 | 9 | 0 | 10 | 0 | 0 | ? | 102 | -1
> CCCCOc1ccc(CN2CCN(CC)CC2)cc1
 : -8 | 0 | 0.1 | 13 | 2 | 9 | 0 | -5 | 100 | 104 | -9
> COc1ccc(Cn2c(N)c(C(=O)NCc3ccco3)c3nc4ccccc4nc32)cc1
 : 0 | 5 | -0.1 | 16 | 0 | 5 | 0 | -3 | 104 | 111 | -3
> COc1ccc(C2(C#N)CC[N+](C)(C)CC2)cc1
 : 0 | 0 | 0.2 | 21 | 1 | 9 | -1 | -1 | 102 | 95 | 3
> COc1ccc(C(O)c2cc(OC)ccc2OP(=O)(N(C)C)N(C)C)cc1 (stereo unspecified)
 : -6 | -6 | 0.7 | 10 | 0 | 13 | -6 | -1 | 97 | 98 | -5
> CCC(C)NC(=O)c1c(N)n(Cc2ccc3c(c2)OCO3)c2nc3ccccc3nc12 (stereo unspecified)
 : -7 | -6 | -0.3 | 44 | 3 | 11 | -4 | -2 | 101 | 104 | -25
> CCn1c(O)c(C=NCc2cccs2)c(=O)[nH]c1=O
 : -2 | -1 | 0.2 | 53 | 1 | 8 | -2 | -4 | 88 | 88 | 0
> CCc1nc2ccccc2c(=O)n1-c1cccc(OC)c1
 : 2 | -1 | -0.3 | 35 | -4 | 10 | 0 | 0 | 108 | 105 | -1

# An excerpt; rates above refer to the full screens.
